Screening data as filed in PubChem BioAssay.
NCI-60 one-dose screen, 48 h, at 10 µM unless noted. Numbers give growth in % (100 = growth as untreated, 0 = no growth, -100 = all killed).
M14: M14 melanoma | 6.2% of 80,000 active | AID 1794745
UACC-257: UACC-257 melanoma; 4.4% of 78,000 active; AID 1794764
SK-MEL-2: SK-MEL-2 melanoma. 4.7% of 77,000 active. AID 1794763
MDA-MB-435: MDA-MB-435 melanoma | 7.8% of 82,000 active | AID 1794794
SK-MEL-28: SK-MEL-28 melanoma; 4.1% of 81,000 active
UACC-62: UACC-62 melanoma; AID 1794756; 5.4% of 81,000 active
A549/ATCC: A549/ATCC NSCLC; 3.7% of 81,000 active
SK-MEL-5: SK-MEL-5 melanoma; 6.4% of 80,000 active; AID 1794755
Starred values were filed as active, the others as inactive; / = no result given; & = joins results of further samples; [ ] = remark or other dose. How the source made its calls: active means growth percent below 10; inactive means the rest.

SMILES	M14	UACC-257	SK-MEL-2	MDA-MB-435	SK-MEL-28	UACC-62	A549/ATCC	SK-MEL-5
CCCCN(CCCC)CCCOc1ccccc1Cc1ccccc1	45	86	90	81	70	82	60	43
CC(C)(C)NC(=O)C(c1c[nH]c2ccccc12)N(Cc1ccccc1)C(=O)c1ccccc1C(=O)NCc1ccco1 (stereo not given)	85	80	71	95	109	64	55	72
Nc1ncc2c(n1)CCCC2	103	92	111	106	99	96	92	103
FC(F)(F)c1cccc(/C=C/c2nn3c(-c4ccccc4Br)nnc3s2)c1	109	101	138	90	103	83	95	100
O=c1[nH]c2cc(Cl)c(Br)cc2o1	109	114	89	114	128	91	113	99
Cc1cc(=O)oc2cc(O)c(O)cc12	99	113	102	107	100	112	95	103
C/C=C(\C)C(=O)OC1CC[N+]2([O-])CCC(COC(=O)/C(=C/C)CO)C12 (stereo not given)	99	94	95	104	105	90	89	106
Cc1cc(-c2noc(C(F)(F)F)n2)ccc1N1CCN(c2cc(C(=O)N(C)C)no2)CC1	82	54	73	71	85	62	67	2.9*
O=C(/C(Br)=C/c1ccncc1)c1ccc([N+](=O)[O-])cc1	96	87	111	99	103	96	96	97
O=C(O)c1cn(C2CC2)c2cc(N3CCN(C(=O)CSc4nnc(-c5ccc(Cl)cc5)o4)CC3)c(F)cc2c1=O	99	94	93	108	105	95	87	97
CCN(CC)CCCNc1nc(-c2ccc(Cl)cc2)nc2ccccc12	99	125	105	102	112	102	107	99
N#CC1=C(N)Oc2cc(O)ccc2C1c1cccs1 (stereo not given)	92	97	90	72	98	89	90	94
O=C(N/N=C/c1ccc2c(c1)CCC2)c1cc2ccccc2cc1O	95	105	98	93	110	80	97	85
O=c1c2ccccc2[nH]c2cc(Cl)ccc12	111	108	88	106	119	93	91	88
CCCCN(CC)C1N=C(C)Nc2c1sc(=S)n2-c1ccc(OC)cc1OC (stereo not given)	98	89	94	102	101	73	87	88
BrCCOc1ccccc1	115	105	/	109	116	109	103	95
N#Cc1ccc(NS(=O)(=O)c2ccc(-c3cnc(C4CC4)o3)cc2)cc1	94	91	112	100	100	71	96	92
Nc1c(C(=O)Nc2cccc(Cl)c2)sc2ncccc12	100	97	100	104	115	82	85	91
COC1OC(CNC(=O)N(C)N=O)C(O)C(O)C1O (stereo not given)	97	/	96	97	102	109	/	106
NS(=O)(=O)c1ccc(CCN2C(=O)/C(=C\c3ccc(Cl)cc3)C=C2c2ccccc2)cc1	80	111	73	87	85	48	71	82

At a glance, some entries already given.
SMILES	M14	UACC-257	SK-MEL-2	MDA-MB-435	SK-MEL-28	UACC-62	A549/ATCC	SK-MEL-5
O=C(/C(Br)=C/c1ccncc1)c1ccc([N+](=O)[O-])cc1	96	87	111	99	103	96	96	97
O=C(O)c1cn(C2CC2)c2cc(N3CCN(C(=O)CSc4nnc(-c5ccc(Cl)cc5)o4)CC3)c(F)cc2c1=O	99	94	93	108	105	95	87	97
CCN(CC)CCCNc1nc(-c2ccc(Cl)cc2)nc2ccccc12	99	125	105	102	112	102	107	99
N#CC1=C(N)Oc2cc(O)ccc2C1c1cccs1 (stereo not given)	92	97	90	72	98	89	90	94
O=C(N/N=C/c1ccc2c(c1)CCC2)c1cc2ccccc2cc1O	95	105	98	93	110	80	97	85
O=c1c2ccccc2[nH]c2cc(Cl)ccc12	111	108	88	106	119	93	91	88
CCCCN(CC)C1N=C(C)Nc2c1sc(=S)n2-c1ccc(OC)cc1OC (stereo not given)	98	89	94	102	101	73	87	88
BrCCOc1ccccc1	115	105	/	109	116	109	103	95
N#Cc1ccc(NS(=O)(=O)c2ccc(-c3cnc(C4CC4)o3)cc2)cc1	94	91	112	100	100	71	96	92
Nc1c(C(=O)Nc2cccc(Cl)c2)sc2ncccc12	100	97	100	104	115	82	85	91
COC1OC(CNC(=O)N(C)N=O)C(O)C(O)C1O (stereo not given)	97	/	96	97	102	109	/	106
NS(=O)(=O)c1ccc(CCN2C(=O)/C(=C\c3ccc(Cl)cc3)C=C2c2ccccc2)cc1	80	111	73	87	85	48	71	82

More structures
SMILES	M14	UACC-257	SK-MEL-2	MDA-MB-435	SK-MEL-28	UACC-62	A549/ATCC	SK-MEL-5
COc1ccc(/C=C2\C(=O)ON=C2C)cc1OC	102	105	104	99	103	91	103	97
COc1cccc(/C=C/C(=O)c2sc(N)nc2C)c1OC	103	88	92	104	111	92	89	96
Clc1ccc(C(Cn2ccnc2)OCc2ccsc2Cl)c(Cl)c1 (stereo not given)	41	60	/	-0.6*	77	42	56	31
S=C1c2ccccc2-c2ccccc21	101	114	100	102	103	91	111	104
C=C(C)[C@@H]1CC[C@]2(C(=O)NCCCCCCN(CCCN)CCCN)CC[C@]3(C)[C@H](CC[C@@H]4[C@@]5(C)CC[C@H](O)C(C)(C)[C@@H]5CC[C@]43C)[C@@H]12	75[100 µM]	89[100 µM]	105[100 µM]	90[100 µM]	108[100 µM]	100[100 µM]	76[100 µM]	69[100 µM]
CC(=O)c1ccc2[nH]c3ccccc3c2c1	96	106	123	104	91	108	91	107
CN(C)c1ccc(-c2nnc(Cn3c(Cc4cccc5ccccc45)nc4ccccc43)o2)cc1	98	108	93	98	104	84	103	92
CCOC(=O)c1ccc(N=NC2C(=O)N(c3ccccc3)N=C2C)cc1 (stereo not given)	96	107	95	102	117	94	109	97
C=C1C(=O)O[C@H]2[C@H]1CC/C(CNC(=O)c1cc3cc(OC)ccc3[nH]1)=C\CC[C@@]1(C)O[C@@H]21	-42*	/	-43*	-48*	-59*	-66*	19	-39*
Cc1noc2c(Cc3ccccc3)nn(CC(=O)N/N=C/c3ccc(Cl)cc3)c(=O)c12	94	96	94	76	104	93	20	85
Cc1ccc(-c2[nH][nH]c(=O)c2-c2nc3ccccc3s2)cc1	98	104	108	100	111	96	107	102
O=C(CCCCCCCCC(=O)N1CCCCC1)N1CCCCC1	107	90	97	109	114	104	96	93
O=C(Cn1nncc1CN1C(=O)CSC1=O)Nc1cccc(Cl)c1	100	101	108	109	/	105	103	99
NC(=O)CSc1oc(-c2ccccc2)nc1S(=O)(=O)c1ccc(Br)cc1	83	85	99	81	88	49	75	56
NC(N)=NS(=O)(=O)c1ccc(N=Nc2c(N)nn(-c3ccccc3)c2N)cc1	106	108	100	107	111	95	104	99
COc1cc(NCC(=O)Nc2cc(Nc3c(F)cccc3F)ncn2)c(Cl)c(OC)c1Cl	103	103	101	111	118	87	101	96
Cc1ccc2c(ccc(CC(=S)[S-])[n+]2C)c1	102	116	108	103	118	89	82	101
O=c1[nH]c2cc(Cl)ccc2nc1/C=C(O)/C=C/c1ccccc1	103	98	103	100	102	94	109	99
O=C(c1ccncc1)N1N=C(c2ccc(F)cc2)C[C@H]1c1cn(-c2ccccc2)nc1-c1ccccc1	100	99	99	77	101	96	67	99
CC(=O)OCC1OC(n2cc(C)c(=O)[nH]c2=O)CC1OC(C)=O (stereo not given)	97	97	94	98	130	90	96	102
O=C(Cc1ccccc1Cl)c1ccccc1	114	91	117	112	111	106	97	99
Clc1ccc(Cn2cc(CSc3nc4ccccc4s3)nn2)cc1Cl	94	93	84	105	108	88	95	106
CCOC(=O)CC[C@H](NC(=O)c1ccc(NC(=O)Cn2cnc3c(c(C)nn3-c3ccccc3)c2=O)cc1)C(=O)OCC	101	107	110	102	97	88	118	100
O=C1NC(=O)/C(=C\c2ccc3c(c2)OCO3)S1	90	94	100	105	118	/	96	102
COc1cc2ncn3c(=O)c4c5c(sc4nc3c2cc1OC)CCCC5	91	119	91	93	106	93	96	102
C(=C\c1n(Cc2ccc3ccccc3c2)c(-c2ccccc2)c(-c2ccccc2)[n+]1Cc1ccc2ccccc2c1)/c1ccccc1	-72*	-69*	-69*	-92*	-81*	-90*	-62*	-99*
CN(C)c1ccc(/C=C/C(=O)c2ccc(NC(N)=O)cc2)cc1	87	90	103	94	104	92	85	98
COc1cc2cc(Oc3ccc(NC(=O)c4cccc(C(F)(F)F)c4)cc3)c(C)nc2cc1OCCN(C)C	81	93	108	6.7*	72	89	89	-7.5*
Cc1cc(O)c2c(c1)C1OC(=O)CCCCN1C1=C2C(=O)c2cccc(OC3CC(O)C(O)C(C)O3)c2C1=O (stereo not given)	90	/	106	108	116	109	82	104
COc1cc(-c2csc(NC(=O)Nc3ccc(Cl)cc3Cl)n2)cc(OC)c1OC	35	/	63	-7.8*	63	31	26	18
COc1cc(/C=C/C(=O)Nc2ccccc2NC(=O)c2ccc(C(F)(F)F)cc2)cc(OC)c1OC	90	93	87	84	97	70	84	/
CCOC(=O)N1CC(C)N(CC(O)CN2CCOCC2)CC1C (stereo not given)	101&114	85&105	118&115	110&112	106&116	103&101	94&108	98&110
CC(C)CC(CC(C)C)NCCO	106	104	113	111	115	103	101	114
O=c1cn[nH]c(=O)[nH]1	105	88	90	93	107	84	93	104
CCCCCCCCCC1=NC(C)(C)CN1c1ccccc1	93	107	96	109	105	86	98	101
CCOC(=O)/C=C/COC(=O)[C@H](C)NC(=O)[C@@H]1CCCN1C(=O)CNC(=O)C(C)(C)C	99	99	115	110	112	101	107	108
Clc1ccc2c(NCCCn3ccnc3)c3oc4ccccc4c3nc2c1	62	81	85	32	68	66	34	76
O=C(Sc1ccccc1C(=S)S)c1cccnc1	110	102	100	103	103	102	97	106
C#CCOc1ccc(C(Nc2ccc(F)cc2)c2nnnn2C2CCCCC2)cc1OC (stereo not given)	/	112	102	111	107	79	95	98
O=S(=O)(NCCNc1nccc(-c2c(-c3ccccc3)nc3occn23)n1)c1ccc(C(F)(F)F)cc1	100	87	94	81	104	73	68	85
CCCCOC(=O)Cc1ccc(OC)cc1	105	/	112	100	111	108	106	101
CCOc1nc(Cl)nc2nc(Cl)[nH]c12	106	/	104	101	109	/	99	101
CCCCCCCSc1ccc(C(=O)CCN2CCCCC2)cc1	97	101	105	/	104	86	98	99
c1ccc(Sc2ncccn2)nc1	99	99	107	104	109	94	103	102
Oc1ccc(C(O)c2ccccc2O)cc1 (stereo not given)	100	113	90	110	115	113	102	102
Cc1cc(-c2ccc(N(C)C)cc2)c2sc(=O)[nH]c2n1	45	81	56	4.1*	69	42	66	33
COc1ccc(-c2nc(SC)[nH]c(=O)c2C#N)cc1	100	102	104	97	109	91	103	99
COc1ccc(-n2ncc3c4nc(OC)c(S(=O)(=O)c5ccccc5)cc4ccc32)cc1	85	77	66	83	72	60	71	90
Cc1c(Cc2ccccc2)c(=O)[nH]c(=O)n1C	96	104	105	112	117	102	110	108
O=C(O)c1ccc(C(=O)O)cc1	101	81	93	101	107	86	76	96
(next part)
SMILES	M14	UACC-257	SK-MEL-2	MDA-MB-435	SK-MEL-28	UACC-62	A549/ATCC	SK-MEL-5
COc1ccc(CCNC(=O)CSc2nnc3n(Cc4ccccc4)c(=O)c4c(C)c(C(N)=O)sc4n23)cc1	102	110	84	95	97	100	98	102
ClC(Cl)C1=NC(c2ccccc2)=N[C@H]2CCC[C@@H]2N1c1ccccc1	89	105	92	95	103	101	95	103
CCN1CCN(c2cc(C)c3cc(NC(=O)c4ccc(OC)c(OC)c4)ccc3n2)CC1	30	58	51	-42*	52	27	33	19
O=C(Nc1ccc(-n2cc(-c3ccncc3)c(-c3ccc(Cl)c(O)c3)n2)cc1)N1CCOCC1	97	109	110	104	100	101	111	99
O=C(/C=C/C(Cl)(Cl)Cl)Nc1ccc(Cl)cc1	105	102	85	105	/	99	103	91
COc1cccc(/C=C2\N=C(C)N(CCc3ccc(S(N)(=O)=O)cc3)C2=O)c1	100	101	109	114	105	94	101	102
COc1cc(C)cc(-c2nn(CC(N)=O)cc2-c2ccnc(Oc3ccc[n+]([O-])c3)n2)c1	110	111	121	108	112	95	109	100
O=C(c1ccccc1)[C@H]1[C@@H]2CCCN2[C@]2(C(=O)Nc3ccc(F)cc32)[C@]12C(=O)Nc1ccccc12	85	83	83	92	93	71	75	84
Nc1nc(N)nc(-c2cccc(Br)c2)n1	95	97	98	99	101	93	98	101
CC(=O)Nc1nc(-c2n[nH]c(=S)n2C)cs1	96	102	101	103	115	92	99	97
c1cc2c(c(CC3CO3)c1CC1CO1)OCCOCCOCCOCCO2 (stereo not given)	95	100	82	99	114	102	98	101
O=[N+]([O-])c1cccc(C2Nc3ccccc3CO2)c1 (stereo not given)	107	100	105	110	100	80	90	98
COC(=O)c1nc(=S)[nH]c(C(=O)OC)c1C(=O)c1ccc(C)cc1	101	106	103	105	113	93	100	104
CC(=O)OC1CC2CCC1C2 (stereo not given)	100	97	97	99	113	/	101	101
C=CCc1c(C)cc(C)cc1N1C(=O)CN(Cc2ccccc2)C(=O)C1c1ccccc1 (stereo not given)	85	/	87	93	87	51	82	68
COc1ccc(C2CC(=O)Nc3c2cnn3Cc2ccco2)cc1 (stereo not given)	101	104	106	104	100	103	97	101
COC(=O)CCC(=O)Nc1cc(Cl)ccc1Cl	106	80	111	107	112	102	81	98
O=C(CN1C(=O)/C(=C\c2ccccc2)SC1=S)Nc1ncc(Cc2ccccc2)s1	105	110	107	110	110	102	105	98
COC(=O)C1(CC(C)=O)NC(=S)NC(=O)C1C#N (stereo not given)	110	118	119	114	118	103	106	100
CCOc1nc(-c2ccccc2)cc2c(O)c(C(=O)n3nc(C)cc3C)[nH]c(=O)c12	102	112	/	112	109	110	102	/
COc1ccc(/C=N/NC(=O)c2cnn3c2NC(c2ccccc2)C3)cc1OC1CCCC1 (stereo not given)	94	99	107	62	108	83	84	79
COc1ccc(Br)c([N+](=O)[O-])c1	102	96	106	104	106	100	90	97

Entries of single compounds, quoted from the list. Values in the order: M14 | UACC-257 | SK-MEL-2 | MDA-MB-435 | SK-MEL-28 | UACC-62 | A549/ATCC | SK-MEL-5
COc1ccc(C2CC(=O)Nc3c2cnn3Cc2ccco2)cc1 (stereo not given) across the screens: 101 | 104 | 106 | 104 | 100 | 103 | 97 | 101
O=C(CN1C(=O)/C(=C\c2ccccc2)SC1=S)Nc1ncc(Cc2ccccc2)s1 across the screens: 105 | 110 | 107 | 110 | 110 | 102 | 105 | 98

The order is random; 11% or so of the library scored in one or more.
